# PME-1 inh – PME-1 inhibitors via competitive probe labeling, primary screen, biochemical, fluorescence polarization, FP-Rh probe, HTS; recombinant PME-1; inhibition, % at 5.9 µM; 320,000 compounds, 0.53% hits;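 active means inhibition above the campaign mean of all compounds plus 3 SD, cut at about 26% in these data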;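 further: competitive labeling of PME-1 active site by serine hydrolase directed probe; 0% = PME-1 with DMSO and 100% = wells lacking PME-1 enzyme; inhibitors block probe labeling so polarization falls and inhibition rises; many of its hits are not listed in these tables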
# LYPLA1 inh – LYPLA1 inhibitors, primary screen, counter-screen for PME1 inhibitor project, biochemical, fluorescence polarization, FP-Rh probe ABPP | Acyl-protein thioesterase 1 (Homo sapiens), O75608 | recombinant LYPLA1 | 320,000 compounds, 0.16% hits | inhibition, % at 5.9 µM;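 active means inhibition above the mean of all tested compounds plus 3 SD, set per campaign, cut at about 14% in these data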;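 further: inhibitors block serine hydrolase probe labeling of LYPLA1 so polarization falls; 0% = enzyme with DMSO and 100% = wells lacking LYPLA1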
# Target sequence (O75608 whole entry, looked up): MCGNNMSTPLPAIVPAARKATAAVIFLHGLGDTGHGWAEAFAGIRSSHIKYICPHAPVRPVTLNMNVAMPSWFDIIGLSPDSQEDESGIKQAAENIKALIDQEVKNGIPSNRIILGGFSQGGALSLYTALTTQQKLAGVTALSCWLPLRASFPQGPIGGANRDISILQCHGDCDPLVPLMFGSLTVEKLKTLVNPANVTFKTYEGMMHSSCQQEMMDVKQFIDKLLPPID
# PAFAH1B2 FP inh – PAFAH1B2 enzyme inhibitors, primary screen, biochemical, fluorescence polarization, human | Platelet-activating factor acetylhydrolase IB subunit alpha2 (Homo sapiens), P68402 | recombinant PAFAH1B2, FP-rhodamine activity probe | inhibition, % at 3.39 µM | 340,000 compounds, 1.2% hits;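 active means inhibition above the mean of all tested compounds plus 3 SD, cut at about 24% in these data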;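 further: 0% = enzyme with DMSO and 100% = wells lacking PAFAH1B2; many of its hits are not listed in these tables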
# PAD4 inh – human PAD4 inhibitors, primary screen, biochemical, fluorescence polarization, 1536-well format | Protein-arginine deiminase type-4 (Homo sapiens), Q9UM07 | recombinant PAD4, RCA probe fluorescence polarization | inhibition, % at 6.36 µM | 330,000 compounds, 0.41% hits;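 active means percent inhibition above a cutoff equal to the mean of all tested compounds plus 3 SD, cut at about 15% in these data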;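 further: 0% = PAD4 with RCA probe and DMSO and 100% = probe without PAD4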
# PAFAH1B3 inh – PAFAH1B3 enzyme inhibitors, primary screen, biochemical, fluorescence polarization, human; Platelet-activating factor acetylhydrolase IB subunit alpha1 (Homo sapiens), Q15102; recombinant PAFAH1B3, FP-rhodamine probe; inhibition, % at 3.39 µM; 340,000 compounds, 0.28% hits; AID 492972, 2010;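 active means inhibition above the screen-wide average of all tested compounds plus 3 SD, cut at about 25% in these data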;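 further: 0% = enzyme with DMSO only and 100% = wells lacking PAFAH1B3 protein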
# GSTO1 counter – inhibitors of recombinant GSTO1, primary screen, counter-screen for RBBP9 inhibitor project, biochemical, fluorescence polarization; inhibition, % at 5.96 µM; 300,000 compounds, 1.1% hits; Glutathione S-transferase omega-1 (Homo sapiens), P78417; activity-based probe fluorescence polarization; AID 1974, 2009;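 active means inhibition above the campaign mean inhibition plus 3 SD, cut at about 35% in these data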;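 further: 0% = GSTO1-1 with DMSO and 100% = wells lacking GSTO1-1 enzyme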
# PAFAH2 inh – PAFAH2 enzyme inhibitors, primary screen, biochemical, fluorescence polarization, human; recombinant PAFAH2, FP-rhodamine activity probe; 340,000 compounds, 0.99% hits; Platelet-activating factor acetylhydrolase 2, cytoplasmic (Homo sapiens), Q99487; inhibition, % at 3.39 µM;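 active means inhibition above the mean over all tested compounds plus 3 SD, cut at about 30% in these data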;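 further: inhibitors block probe labeling of enzyme so polarization drops; 0% = enzyme with DMSO and 100% = wells lacking PAFAH2 protein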
# LYPLA2 counter – LYPLA2 inhibitors, primary screen, counter-screen for PME1 inhibitor project, biochemical, fluorescence polarization, FP-Rh probe ABPP. Acyl-protein thioesterase 2 (Homo sapiens), O95372. recombinant LYPLA2. inhibition, % at 5.9 µM. 320,000 compounds, 0.38% hits. AID 2177, 2009;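 active means inhibition above the screen-wide mean plus 3 SD, limit set per campaign, cut at about 26% in these data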;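 further: 0% = LYPLA2 with DMSO and 100% = wells lacking LYPLA2 enzyme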
# Target sequence (O95372 whole entry, looked up): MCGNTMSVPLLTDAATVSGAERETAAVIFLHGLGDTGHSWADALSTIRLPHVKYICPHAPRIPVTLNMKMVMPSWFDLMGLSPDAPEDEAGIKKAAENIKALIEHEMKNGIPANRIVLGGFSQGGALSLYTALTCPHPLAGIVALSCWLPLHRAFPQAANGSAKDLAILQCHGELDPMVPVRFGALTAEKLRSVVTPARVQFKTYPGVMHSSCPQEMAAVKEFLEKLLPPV
# pPAFAH FP inh – pPAFAH enzyme inhibitors, primary screen, biochemical, fluorescence polarization, human; inhibition, % at 3.39 µM; 330,000 compounds, 1.5% hits; recombinant pPAFAH, FP-rhodamine probe fluorescence polarization; Platelet-activating factor acetylhydrolase (Homo sapiens), Q13093;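 active means inhibition above the mean inhibition across the screen plus 3 SD, cut at about 25% in these data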;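 further: inhibitors block binding of the rhodamine activity-based probe so polarization drops; 0% = enzyme with DMSO and 100% = wells lacking pPAFAH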
# Target sequence (Q13093 whole entry, looked up): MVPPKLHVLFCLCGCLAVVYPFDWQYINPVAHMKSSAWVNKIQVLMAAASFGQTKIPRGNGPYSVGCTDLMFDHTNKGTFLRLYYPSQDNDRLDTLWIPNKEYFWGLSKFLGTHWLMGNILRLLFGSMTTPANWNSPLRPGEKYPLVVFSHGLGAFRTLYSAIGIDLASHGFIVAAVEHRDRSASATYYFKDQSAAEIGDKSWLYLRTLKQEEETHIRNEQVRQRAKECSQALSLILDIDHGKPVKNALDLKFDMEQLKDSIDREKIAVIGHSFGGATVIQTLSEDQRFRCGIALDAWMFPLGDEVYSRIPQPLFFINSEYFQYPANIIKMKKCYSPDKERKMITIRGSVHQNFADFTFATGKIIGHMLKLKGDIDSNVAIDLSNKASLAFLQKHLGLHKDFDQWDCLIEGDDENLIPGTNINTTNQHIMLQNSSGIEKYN
# An asterisk follows results filed as active; / = no result given. Some of the compounds tested. The share of hits here may be higher or lower than overall.
SMILES,PME-1 inh,LYPLA1 inh,PAFAH1B2 FP inh,PAD4 inh,PAFAH1B3 inh,GSTO1 counter,PAFAH2 inh,LYPLA2 counter,pPAFAH FP inh
CCOC(=O)/C(C#N)=C/C1=C(N2CCOCC2)CC(C)(C)OC1,-2,3,-3,-4,-2,0,8,4,10
COc1ccc(C(=O)NCC(=O)OCC(=O)Nc2cccc(S(=O)(=O)N3CCCC3)c2)cc1,5,2,1,-6,8,6,20,0,4
COc1ccc(CNC(=O)CCC(=O)N2CCN(C(C)=O)CC2)cc1,-4,3,1,-1,0,10,-6,4,2
COc1cccc(NC(=O)N2CCCC2C(=O)Nc2ccc3c(c2)OCO3)c1 (stereo not given),0,1,2,-3,5,-7,-10,-2,2
CC(C)(C)C(=O)NNC(=O)C1CC1(c1ccccc1)c1ccccc1 (stereo not given),1,1,2,-6,8,-3,-5,2,2
COc1ccc(N2CCN(C(=O)CSc3nnc(-c4ccco4)n3C)CC2)cc1,-3,3,/,5,/,7,/,8,3
c1ccc(Cc2nnc3sc(C4COc5ccccc5O4)nn23)cc1 (stereo not given),2,-5,-1,5,-3,3,0,2,6
COc1ccccc1C(C(=O)NC1CCCCC1)N(C(=O)c1csnn1)C1CC1 (stereo not given),-4,0,-1,5,2,2,-15,-2,-2
Cc1sc2nc(SCC(=O)N(CCO)CCO)nc(N)c2c1C,-7,1,0,-5,6,0,-2,-9,-4
Cc1cc(NC(=O)CN2CCN(C/C=C/c3ccccc3)CC2)c([N+](=O)[O-])cc1C,-4,1,7,0,6,0,3,5,0
COC(=O)c1c(NC(=O)CSc2ccccc2N)sc(C)c1C,4,2,4,-2,5,7,-5,2,-3
CCc1ccc(NC(=O)C(C)OC(=O)/C=C/c2cccc([N+](=O)[O-])c2)cc1 (stereo not given),6,-3,4,-1,-7,-1,0,3,-2

# Part of the list above in order of SMILES length, largest number first.
SMILES,PME-1 inh,LYPLA1 inh,PAFAH1B2 FP inh,PAD4 inh,PAFAH1B3 inh,GSTO1 counter,PAFAH2 inh,LYPLA2 counter,pPAFAH FP inh
COc1ccc(C(=O)NCC(=O)OCC(=O)Nc2cccc(S(=O)(=O)N3CCCC3)c2)cc1,5,2,1,-6,8,6,20,0,4
Cc1cc(NC(=O)CN2CCN(C/C=C/c3ccccc3)CC2)c([N+](=O)[O-])cc1C,-4,1,7,0,6,0,3,5,0
CCc1ccc(NC(=O)C(C)OC(=O)/C=C/c2cccc([N+](=O)[O-])c2)cc1 (stereo not given),6,-3,4,-1,-7,-1,0,3,-2
COc1ccccc1C(C(=O)NC1CCCCC1)N(C(=O)c1csnn1)C1CC1 (stereo not given),-4,0,-1,5,2,2,-15,-2,-2
COc1cccc(NC(=O)N2CCCC2C(=O)Nc2ccc3c(c2)OCO3)c1 (stereo not given),0,1,2,-3,5,-7,-10,-2,2
CC(C)(C)C(=O)NNC(=O)C1CC1(c1ccccc1)c1ccccc1 (stereo not given),1,1,2,-6,8,-3,-5,2,2
COc1ccc(CNC(=O)CCC(=O)N2CCN(C(C)=O)CC2)cc1,-4,3,1,-1,0,10,-6,4,2
c1ccc(Cc2nnc3sc(C4COc5ccccc5O4)nn23)cc1 (stereo not given),2,-5,-1,5,-3,3,0,2,6
COC(=O)c1c(NC(=O)CSc2ccccc2N)sc(C)c1C,4,2,4,-2,5,7,-5,2,-3
Cc1sc2nc(SCC(=O)N(CCO)CCO)nc(N)c2c1C,-7,1,0,-5,6,0,-2,-9,-4

# Continued.
SMILES,PME-1 inh,LYPLA1 inh,PAFAH1B2 FP inh,PAD4 inh,PAFAH1B3 inh,GSTO1 counter,PAFAH2 inh,LYPLA2 counter,pPAFAH FP inh
Cc1ccc(-c2nnn(CC(=O)N(Cc3ccco3)C(C(=O)NC(C)(C)C)c3ccc(C)o3)n2)o1 (stereo not given),-6,-1,-6,1,10,1,-4,-10,6
CC1=NN(c2ccccc2)C(=O)C1(C)C,3,-1,-4,-2,3,3,4,-9,-3
CS(=O)(=O)c1ccc2c(c1)SC1=NC(=O)/C(=C/c3ccco3)C(=N)N12,-40,-24,-5,-32,-7,-44,-8,-39,18
CCCc1cc(C(=O)N2CCCC(Cc3cccc(Cl)c3)(C(=O)OCC)C2)n(C)n1 (stereo not given),-1,1,1,-4,7,-3,1,1,1
Cc1ccc(/C=N/NC(=O)c2cccc(NC(=O)c3ccccc3Cl)c2)o1,-8,-9,6,-5,-6,2,3,-17,3
Nc1[nH]n(-c2c(Cl)cc(Cl)cc2Cl)c(=O)c1N=Nc1ccc(S(=O)(=O)Nc2ncccn2)cc1,/,/,3,4,1,/,20,/,4
CCOc1ccccc1N(CC(=O)Nc1cccnc1)S(=O)(=O)c1ccc(C)cc1,1,1,-1,-4,1,9,-2,3,1
CC(C(=O)NCCc1ccc(F)cc1)N1CCN(Cc2ccccc2)CC1 (stereo not given),11,0,2,-4,0,-6,2,8,8
COc1ccc(CCN2CC(C(=O)NCc3ccccc3)CCC2=O)cc1 (stereo not given),-6,-2,-2,2,-2,3,-2,0,5
CC(C)C1Cc2nc(Cl)c(C#N)cc2CO1 (stereo not given),0,-2,2,1,6,5,5,-1,0
CCCn1c(-c2ccccc2)nc2c(=O)n(C)c(=O)[nH]c21,-2,1,10,1,14,-2,2,0,-4
COc1ccc(OC)c(NC(=O)CC2Oc3ccccc3NC2=O)c1 (stereo not given),8,6,2,1,11,7,-5,0,6
CC(Oc1cccc(Cl)c1)C(=O)N1CCCN(C)CC1 (stereo not given),7,2,-2,-2,0,7,3,-6,2
CC(C)(C=O)C1=CC(=O)c2ccccc2C1=O,6,3,4,-8,14,49*,7,9,4
CS(=O)(=O)N(CC(O)Cn1c2ccccc2c2ccccc21)c1ccccc1 (stereo not given),1,0,6,5,1,-2,6,14,8
CC(NC(=O)C1CCCN1C(=O)OCc1ccccc1)c1ccccc1 (stereo not given),-2,0,2,-1,1,4,0,5,-5
CC(=O)Nc1ccc(-c2nc3cc(Cl)ccc3o2)cc1,-14,-6,-2,6,0,-14,16,-3,3
CCOC(=O)C1=C(C)NC(C)=C(C(=O)OCC)C1C(=O)OCC(=O)N1CCOCC1,/,/,5,-2,12,/,9,/,2
CC(C)(C)NC(=O)C(c1ccsc1)N(CCc1ccccc1)C(=O)Cn1nnc2ccccc21 (stereo not given),-2,-1,6,-2,2,-4,12,-2,1
COC(=O)c1sc(NC(=O)C2CCCO2)c(C(=O)OC)c1C (stereo not given),1,-3,-2,2,4,9,0,-7,-5
COc1ccc(CNC(=O)COC(=O)c2cnccn2)cc1,2,-1,-1,-3,9,3,3,-2,0
Cc1ccccc1CSCCNC(=O)c1ccc(N(C)S(=O)(=O)c2ccccc2)cc1,-22,-16,9,2,3,-9,-5,-15,2
O=C(CCN1C(=O)c2ccccc2C1=O)NC(=S)Nc1ccccc1,0,-3,5,3,-3,4,1,0,5
COc1cc(C(=O)Oc2ccccc2/C=N/NC(=O)c2ccc(C)cc2)cc(OC)c1OC,-5,1,2,-4,14,4,-2,0,5
CCOC(=O)CN1CC23C=CC(O2)C(C(=O)Nc2ccc(OCC)cc2)C3C1=O (stereo not given),4,1,2,1,5,3,-4,0,5
CC1CCN(S(=O)(=O)c2ccc3[nH]c(=O)c(=O)[nH]c3c2)CC1,-6,0,60*,0,3,-6,-8,5,2
Cc1ccc(C2=CC(=O)C[C@H](c3ccc4c(c3)OCO4)C2)cc1,-6,4,-7,-5,2,/,-6,9,-3
Cc1ccc(C(C)C)c(OCC(=O)N2CCN(c3ncccn3)CC2)c1,4,0,-2,-4,6,/,17,-1,22
COc1cccc(/C=N/NC(=O)CN(C)S(=O)(=O)c2ccccc2)c1OC,3,-3,8,2,8,/,8,-4,5
CC(=O)N1c2ccc(S(=O)(=O)N3CCC(C(=O)NCc4ccc(F)cc4)CC3)cc2CC1C (stereo not given),1,4,4,-4,6,5,0,3,1
O=C(CCC(=O)c1ccc(F)cc1)NCC1(N2CCCCC2)CCCCC1,-2,5,5,-2,2,/,0,8,-8
CC(c1ccccc1)n1c(N2CCN(C)CC2)nc2c1c(=O)[nH]c(=O)n2C (stereo not given),-7,-1,5,7,4,8,-3,-1,-9
CCCCn1c(N)c(N(CCOC)C(=O)COC(=O)C(C)Oc2ccc(Cl)cc2)c(=O)[nH]c1=O (stereo not given),2,-2,0,-1,0,8,-2,-3,5
COC(=O)c1cc(S(=O)(=O)N2CCN(C3CCCCC3)CC2)c[nH]1,-2,0,1,-2,10,0,0,-2,4
COc1cc2[nH]c(=O)n(CCCCCC(=O)N3CCN(c4ccccn4)CC3)c(=O)c2cc1OC,-4,2,-1,-2,8,-3,-3,2,7
CCOc1ccccc1Nc1ncccc1C(=O)O,0,-1,-8,-4,-2,-1,-10,-1,2
Cc1cc(C)c2nc(SCC(=O)Nc3ccccc3N3CCOCC3)c(C#N)cc2c1,-3,-3,2,-3,1,6,0,3,5
O=C(Nc1nnc(-c2ccco2)o1)c1ccc(S(=O)(=O)N2CCCC2)cc1,4,-3,8,-5,5,-5,0,2,1
CCN(CC)C(=O)CSc1nnc([C@@H](NC(=O)OC(C)(C)C)C(C)C)o1,-1,-5,5,0,7,-4,-5,-7,1
COc1ccc2oc(=O)c(C(=O)N3CCN(c4ccccc4F)CC3)cc2c1,2,3,5,3,0,3,-3,2,-3
O=[N+]([O-])c1cc2c(cc1C=Nc1ccccc1)OCO2,4,-1,3,-13,10,23,6,0,12
Cc1cc(NC(=O)C(C)SCC(=O)Nc2cc(Cl)ccc2N2CCN(C)CC2)no1 (stereo not given),-3,0,4,-1,6,3,-2,2,7
CCOC(=O)c1[nH]ncc1CN1CCCC(C(=O)c2cccc3ccccc23)C1 (stereo not given),-1,0,3,1,4,4,-1,-3,5
O=C(Nc1ccc(N2CCCCC2)cc1)c1ccc2c(c1)OCCO2,-2,0,-3,-4,9,-8,0,-4,3

# Compound activity (PubChem)
